OXTR potentiator – human OXTR potentiation; AID 2445; activation, % at 3 µM; P30559; 320,000 tested, 0.061% active; CHO-OTR cells, Fluo-8 calcium fluorescence, potentiator mode; 0% = oxytocin EC15, 100% = EC100;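 active = activation above that plate's cutoff, the mean activation of tested compounds plus 3 SD, cut at about 6.6% in these data, passing the limit was not always enough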;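 note: 100% uses oxytocin at 75 nM as the full agonist control; some results filed as inactive read as strong as hits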
Target sequence (P30559 whole entry, looked up): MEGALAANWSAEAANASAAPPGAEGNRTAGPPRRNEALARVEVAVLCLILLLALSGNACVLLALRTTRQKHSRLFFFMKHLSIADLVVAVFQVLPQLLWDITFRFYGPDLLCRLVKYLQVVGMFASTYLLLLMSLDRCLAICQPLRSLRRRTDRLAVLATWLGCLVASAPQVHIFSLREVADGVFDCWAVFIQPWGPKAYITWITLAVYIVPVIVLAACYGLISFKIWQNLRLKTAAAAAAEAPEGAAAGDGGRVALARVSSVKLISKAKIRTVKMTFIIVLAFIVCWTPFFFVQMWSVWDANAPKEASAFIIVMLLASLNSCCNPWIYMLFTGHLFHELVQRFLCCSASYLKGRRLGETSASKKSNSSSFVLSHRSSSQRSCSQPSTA
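Assay system: CHO-OTR cells, human receptor / Also added: oxytocin at about EC15, sub-maximal agonist stimulus / Dosing: single dose, 3.0 µM nominal final compound concentration / Incubation: 6 min pre-incubation, 100 s read / Technique: Fluo-8 calcium dye fluorescence / Read-out: % activation vs EC15 and EC100 oxytocin / Benchmarks: EC15 oxytocin low, 75 nM oxytocin high / Replicates: singlicate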
CHO parental Ca – counter-screen: ATP calcium response change in parental CHO cells. inhibition, % at 5.6 µM. parental CHO-K1, ATP-induced calcium, Fluo-8 fluorescence. 330,000 tested, 0.63% active;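 active = inhibition above that plate's mean sample inhibition plus 3 SD, cut at about 26% in these data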;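 note: 0% = ATP-challenged DMSO wells and 100% = DMSO wells without ATP; some compounds past the cut are filed as inactive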
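test system = CHO parental line | reagent = ATP stimulus | measured by = intracellular calcium via Fluo-8 no-wash fluorescent dye | control set = ATP and no-ATP DMSO wells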
TAAR1 ag – human TAAR1 agonism; Q96RJ0; CHO RD-HGA16 TAAR1, Fluo-8 calcium fluorescence; vehicle wells 0%, saturating PEA agonist 100%; activation, % at 3 µM; 360,000 tested, 0.99% active; AID 624467;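 active = activation above the mean activation of all test compounds in the run plus 3 SD, cut at about 38% in these data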
Target sequence (Q96RJ0 whole entry, looked up): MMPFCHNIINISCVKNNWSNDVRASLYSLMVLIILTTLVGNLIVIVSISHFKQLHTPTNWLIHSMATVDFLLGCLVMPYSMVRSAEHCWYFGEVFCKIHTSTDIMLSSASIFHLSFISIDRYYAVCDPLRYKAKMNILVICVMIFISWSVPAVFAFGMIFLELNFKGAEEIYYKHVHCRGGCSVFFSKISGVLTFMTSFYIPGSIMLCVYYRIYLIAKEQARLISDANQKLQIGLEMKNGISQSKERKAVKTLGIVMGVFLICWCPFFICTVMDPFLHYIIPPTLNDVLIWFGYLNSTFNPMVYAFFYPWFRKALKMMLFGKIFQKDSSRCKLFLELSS
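Test system: RD-HGA16 (CHO) cells co-expressing Gα16 and hTAAR1 | Doses: Single dose, 3 µM | Schedule: 17-24 h seeding, 75 min 37 °C dye, 30 min RT | Evaluation: % activation from peak over basal fluorescence ratio, DMSO-to-PEA scaled | Technique: Kinetic Fluo-8 calcium fluorescence | Benchmarks: Low control DMSO, high control PEA (EC100)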
CHO-K1 Ca ag – nonselective activator or artifact in parental CHO-K1 cells. Fluo-8 calcium fluorescence; scaled to maximal ATP response, vehicle zero. activation, % at 3 µM. 360,000 tested, 0.48% active. AID 602248; in the data active = activation above about 15%;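 note: untransfected CHO-K1 host cells lacking M1 receptor as counterscreen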
CHO-K1 Ca antag – nonselective inhibitor or artifact in parental CHO-K1 cells; ATP-induced calcium, Fluo-8 fluorescence; AID 602250; inhibition, % at 3 µM; 360,000 tested, 0.6% active;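 active = inhibition above a per-plate cutoff, the plate's mean sample inhibition plus 3 SD, cut at about 24% in these data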;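 note: 0% = DMSO plus EC80 ATP and 100% = DMSO alone without ATP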
TAAR1 antagonist – antagonists of human TAAR1; CHO RD-HGA16 TAAR1, Fluo-8 calcium fluorescence, antagonist; Q96RJ0; inhibition, % at 3 µM; AID 624466; 360,000 tested, 1.5% active;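 active = inhibition above a per-plate cutoff, the mean inhibition of test compounds on that plate plus 3 SD, cut at about 49% in these data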;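 note: 0% = DMSO plus EC80 beta-PEA response and 100% = DMSO alone without agonist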
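Assay system: RD-HGA16 CHO cells with stable hTAAR1 and Gα16 / Reagent: EC80 β-phenethylamine stimulus / Doses: 3 µM, single point / Timing: dye loading 75 min at 37 °C, then 30 min room temperature / Measured by: Fluo-8 intracellular calcium dye fluorescence, real-time kinetic reads / Controls: vehicle wells and EC80 agonist wells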
M1 ag – activates human CHRM1 receptor; AID 588814; CHO-K1 hM1, Fluo-8 calcium fluorescence, agonist mode; 0% DMSO, 100% acetylcholine EC100; activation, % at 3 µM; 360,000 tested, 0.33% active;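 active = activation above the run's mean compound activation plus 3 SD, cut at about 16% in these data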;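 note: peak over basal fluorescence ratio within a 140 s kinetic read after compound addition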
V1R ag counter – V1a receptor agonism, counter-screen for OXTR agonists. 320,000 tested, 0.25% active. AID 2797. activation, % at 3 µM. P37288. CHO-V1R cells, Fluo-8 calcium fluorescence, agonist mode; 0% DMSO, 100% 3 nM vasopressin;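 active = activation above the mean activation of all tested compounds plus 3 SD, per screening run, cut at about 20% in these data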;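 note: signal is peak over basal fluorescence ratio across a 100 second FLIPR read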
CHO-K1 Ca PAM – M1 PAM counterscreen hit in parental CHO-K1 cells | ATP EC20, Fluo-8 calcium fluorescence; 0% at ATP EC20, 100% at ATP max | 360,000 tested, 0.02% active | activation, % at 3 µM;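 active = activation above the run cutoff, the mean activation of all test compounds plus 3 SD, cut at about 40% in these data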;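 note: peak over basal fluorescence ratio in a 140 s read after ATP addition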
An asterisk follows results filed as active.

Screening CN1C(C(=O)NCc2cccc(Br)c2)CC2Cn3c(nc4cc5ccccc5cc43)C21 (configuration not stated) returned OXTR potentiator -6, CHO parental Ca -8, TAAR1 ag 6, CHO-K1 Ca ag 4.1, CHO-K1 Ca antag -13, TAAR1 antagonist 8, M1 ag -4, V1R ag counter 6.7 and CHO-K1 Ca PAM 8.
CCCCCNC(=O)c1ccc2c(=O)n(CCOC)c(=O)[nH]c2c1 was read as OXTR potentiator 2, CHO parental Ca -1, TAAR1 ag 1, CHO-K1 Ca ag 3.6, CHO-K1 Ca antag -1, TAAR1 antagonist 12, M1 ag -4, V1R ag counter 0.3 and CHO-K1 Ca PAM 18.
For COc1cccc(N2C(=O)CC(NNc3nc4ccccc4s3)C2=O)c1 (configuration not stated) the results were OXTR potentiator -13, CHO parental Ca -5, TAAR1 ag 9, CHO-K1 Ca ag 3.5, CHO-K1 Ca antag -3, TAAR1 antagonist 5, M1 ag -2, V1R ag counter 5.4 and CHO-K1 Ca PAM 6.
`Cc1cc(C)c(S(=O)(=O)N2CCCCC2)c(C)c1N(C)S(=O)(=O)c1ccc(Cl)cc1` gave OXTR potentiator -9, CHO parental Ca -17, TAAR1 ag 1, CHO-K1 Ca ag 3.0, CHO-K1 Ca antag -11, TAAR1 antagonist -3, M1 ag -7, V1R ag counter 1.9 and CHO-K1 Ca PAM 29.
Screening CCO[C@@H]1OC(C(=O)N2CCOCC2)=C[C@H](c2ccc(Br)cc2)[C@H]1CCCO returned OXTR potentiator -4, CHO parental Ca -12, TAAR1 ag 3, CHO-K1 Ca ag 0.2, CHO-K1 Ca antag 8, TAAR1 antagonist 2, M1 ag -1, V1R ag counter 1.5 and CHO-K1 Ca PAM -11.
For CCc1ccccc1N1C(=O)CC(Sc2nccc(C)n2)C1=O (configuration not stated) the results were OXTR potentiator -1, CHO parental Ca -3, TAAR1 ag 0, CHO-K1 Ca ag 0.5, CHO-K1 Ca antag -11, TAAR1 antagonist -25, M1 ag -4, V1R ag counter 1.4 and CHO-K1 Ca PAM 22.
For CN(C)c1ccc(N2C(=O)CC(Sc3ccccc3C(=O)O)C2=O)cc1 (configuration not stated) the results were OXTR potentiator -1, CHO parental Ca -4, TAAR1 ag 3, CHO-K1 Ca ag 0.1, CHO-K1 Ca antag 2, TAAR1 antagonist -15, M1 ag -4, V1R ag counter 0.8 and CHO-K1 Ca PAM -5.
COc1ccc(C(=O)N2CCN=C2c2ccccc2)cc1OC was read as OXTR potentiator -4, CHO parental Ca -3, TAAR1 ag 7, CHO-K1 Ca ag -0.1, CHO-K1 Ca antag 26*, TAAR1 antagonist 15, M1 ag 0, V1R ag counter 0.5 and CHO-K1 Ca PAM -6.
COc1ccc2c(CCNC(=O)/C=C/c3ccc(OC)c(OC)c3)c[nH]c2c1 was read as OXTR potentiator -3, CHO parental Ca -11, TAAR1 ag 10, CHO-K1 Ca ag 7.8, CHO-K1 Ca antag -3, TAAR1 antagonist 41, M1 ag -4, V1R ag counter 6.3 and CHO-K1 Ca PAM -2.
COc1ccc(S(=O)(=O)N2CCCC2CNC(=O)C(=O)NCc2ccccn2)cc1 (configuration not stated) was read as OXTR potentiator -2, CHO parental Ca -18, TAAR1 ag 0, CHO-K1 Ca ag 0.1, CHO-K1 Ca antag 8, TAAR1 antagonist 2, M1 ag -1, V1R ag counter -0.4 and CHO-K1 Ca PAM 4.
For C/C=C(\C)C(=O)NCCN1C2=NC[C@H](Cc3ccc(O)cc3)N2C[C@@H]1Cc1ccc(OC)cc1 the results were OXTR potentiator -10, CHO parental Ca -13, TAAR1 ag 4, CHO-K1 Ca ag 0.3, CHO-K1 Ca antag -13, TAAR1 antagonist 0, M1 ag -8, V1R ag counter 0.3 and CHO-K1 Ca PAM 21.
Screening COc1ccccc1NC(=O)COC(=O)C12CC3CC(CC(Cl)(C3)C1)C2 returned OXTR potentiator -13, CHO parental Ca -42, TAAR1 ag 3, CHO-K1 Ca ag 1.1, CHO-K1 Ca antag -18, TAAR1 antagonist 1, M1 ag -4, V1R ag counter -1.0 and CHO-K1 Ca PAM 25.
COc1ccc(SCC(=O)c2cc(C)c(OC(=S)N(C)C)c(C)c2)cc1 was read as OXTR potentiator -15, CHO parental Ca 35, TAAR1 ag 8, CHO-K1 Ca ag 1.9, CHO-K1 Ca antag 0, TAAR1 antagonist 74*, M1 ag -4, V1R ag counter 1.3 and CHO-K1 Ca PAM 5.
Screening Cc1ccc(C(=O)Nc2ccccc2C(=O)O)cc1S(=O)(=O)NC1CCCCC1 returned OXTR potentiator -7, CHO parental Ca -16, TAAR1 ag 1, CHO-K1 Ca ag 0.1, CHO-K1 Ca antag 1, TAAR1 antagonist -60, M1 ag -2, V1R ag counter 0.7 and CHO-K1 Ca PAM 14.
Screening Cc1cc2c(=O)n(Cc3ccco3)c(SCC(=O)NCc3ccco3)nc2s1 returned OXTR potentiator -9, CHO parental Ca -17, TAAR1 ag 1, CHO-K1 Ca ag 2.1, CHO-K1 Ca antag -7, TAAR1 antagonist -22, M1 ag -7, V1R ag counter -1.1 and CHO-K1 Ca PAM 20.
CCOC(=O)c1c(/N=C/C2C(=O)CCCC2=O)sc(C)c1C was read as OXTR potentiator -9, CHO parental Ca -7, TAAR1 ag 0, CHO-K1 Ca ag 2.0, CHO-K1 Ca antag -7, TAAR1 antagonist 3, M1 ag -9, V1R ag counter -0.8 and CHO-K1 Ca PAM 28.
For Cn1cnnc1SCC(=O)Nc1ccc(N2CCOCC2)cc1 the results were OXTR potentiator -13, CHO parental Ca 10, TAAR1 ag 0, CHO-K1 Ca ag 0.2, CHO-K1 Ca antag -10, TAAR1 antagonist -21, M1 ag -4, V1R ag counter 0.7 and CHO-K1 Ca PAM 22.
For COc1cc(C2N(c3ccc(Cl)c(Cl)c3)C(=O)C3CCCN32)cc(OC)c1OC (configuration not stated) the results were OXTR potentiator -1, CHO parental Ca 1, TAAR1 ag 15, CHO-K1 Ca ag 1.5, CHO-K1 Ca antag -4, TAAR1 antagonist -15, M1 ag -5, V1R ag counter 2.2 and CHO-K1 Ca PAM 17.
`CN1CCN(CCOCCOc2ccc(Br)cc2Cl)CC1` gave OXTR potentiator -9, CHO parental Ca 0, TAAR1 ag 2, CHO-K1 Ca ag 0.2, CHO-K1 Ca antag 12, TAAR1 antagonist -9, M1 ag -9, V1R ag counter 2.4 and CHO-K1 Ca PAM -13.
Screening Cc1ccc(Cl)c(Cn2cnc3c(cnn3C(C)(C)C)c2=O)c1F returned OXTR potentiator -3, CHO parental Ca -20, TAAR1 ag 25, CHO-K1 Ca ag 0.9, CHO-K1 Ca antag -10, TAAR1 antagonist 35, M1 ag -2, V1R ag counter 1.1 and CHO-K1 Ca PAM -10.
COCCNC(=O)C1Nc2ccc(OC(F)(F)F)cc2C2C=CCC12 (configuration not stated) was read as OXTR potentiator 3, CHO parental Ca -9, TAAR1 ag 0, CHO-K1 Ca ag 0.4, CHO-K1 Ca antag -11, TAAR1 antagonist 5, M1 ag -3, V1R ag counter -0.5 and CHO-K1 Ca PAM 10.
`Cc1ccc(NC(=O)c2ccc(COc3ccccc3[N+](=O)[O-])o2)nc1` gave OXTR potentiator -9, CHO parental Ca -22, TAAR1 ag 4, CHO-K1 Ca ag 1.4, CHO-K1 Ca antag -10, TAAR1 antagonist -5, M1 ag -7, V1R ag counter 2.6 and CHO-K1 Ca PAM 13.
For COc1ccnc(Oc2ccc(F)cc2)c1C(=O)N/C=N/OCc1ccc(F)cc1Cl the results were OXTR potentiator -13, CHO parental Ca -11, TAAR1 ag 31, CHO-K1 Ca ag 5.8, CHO-K1 Ca antag -9, TAAR1 antagonist 76*, M1 ag 3, V1R ag counter 3.5 and CHO-K1 Ca PAM 5.
Screening CCOc1ncccc1C(=O)Nc1cccc(Cl)c1Cl returned OXTR potentiator 4, CHO parental Ca -9, TAAR1 ag 7, CHO-K1 Ca ag 11, CHO-K1 Ca antag 4, TAAR1 antagonist -21, M1 ag -6, V1R ag counter -0.1 and CHO-K1 Ca PAM 21.
Screening c1ccc(COc2ccc(OCCN3CCCC3)cc2)cc1 returned OXTR potentiator -10, CHO parental Ca 0, TAAR1 ag 14, CHO-K1 Ca ag 2.4, CHO-K1 Ca antag -11, TAAR1 antagonist 0, M1 ag -10, V1R ag counter 5.8 and CHO-K1 Ca PAM 20.
Screening O=C(COC(=O)/C=C/c1ccccc1Cl)NC1CCCCCC1 returned OXTR potentiator 6, CHO parental Ca -9, TAAR1 ag 49*, CHO-K1 Ca ag 0.1, CHO-K1 Ca antag -7, TAAR1 antagonist 53*, M1 ag -2, V1R ag counter 0.9 and CHO-K1 Ca PAM 6.
For O=C(COc1ccccc1)NCCSCc1ccc(Cl)cc1 the results were OXTR potentiator -4, CHO parental Ca -12, TAAR1 ag -2, CHO-K1 Ca ag 0.0, CHO-K1 Ca antag -5, TAAR1 antagonist 4, M1 ag -3, V1R ag counter -0.4 and CHO-K1 Ca PAM 4.
Screening O=C(NC1CCCC1)C1c2ccccc2OCC(=O)N1Cc1ccc2c(c1)OCO2 (configuration not stated) returned TAAR1 ag 2, CHO-K1 Ca ag 0.4, CHO-K1 Ca antag -4, TAAR1 antagonist 7 and CHO-K1 Ca PAM 2.
Screening O=C(NNC(=O)C1CCN(S(=O)(=O)c2c(Cl)cccc2Cl)CC1)c1ccccc1O returned OXTR potentiator -13, CHO parental Ca -13, TAAR1 ag 2, CHO-K1 Ca ag 0.1, CHO-K1 Ca antag 7, TAAR1 antagonist -20, M1 ag -3, V1R ag counter 0.3 and CHO-K1 Ca PAM -5.
`Fc1cccc(F)c1/C=N/Nc1ccccn1` gave OXTR potentiator -13, CHO parental Ca -9, TAAR1 ag 2, CHO-K1 Ca ag 1.5, CHO-K1 Ca antag -9, TAAR1 antagonist 16, M1 ag -1, V1R ag counter -0.1 and CHO-K1 Ca PAM 6.
Cc1ccc2nc(NC(=S)NC(=O)c3ccc(OC(C)C)cc3)sc2c1 was read as OXTR potentiator -3, CHO parental Ca 0, TAAR1 ag 0, CHO-K1 Ca ag 0.0, CHO-K1 Ca antag 2, TAAR1 antagonist -6, M1 ag -1, V1R ag counter -0.3 and CHO-K1 Ca PAM -1.
Screening Cc1cccc(C(=O)N(Cc2nc3ccccc3c(=O)[nH]2)C2CCCCC2)c1 returned OXTR potentiator -3, CHO parental Ca -7, TAAR1 ag -1, CHO-K1 Ca ag 0.7, CHO-K1 Ca antag 3, TAAR1 antagonist -19, M1 ag -5, V1R ag counter -1.7 and CHO-K1 Ca PAM 10.
